Kir21 inh = blocks the mouse Kir2.1 inward-rectifier potassium channel; P35561; HEK293-Kir2.1, FluxOR thallium flux fluorescence; hits give low values; B-score at 10 µM; actives 0.85% (n = 310,000);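 active means fluorescence ratio B-score at or below minus 3 SD of library scores, with starting-brightness B-score within 2 SD, cut at about -4.2 in these data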;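 further: channel flux triggered by added potassium and thallium sulfate stimulus; B-score of peak minus minimum fluorescence over baseline after thallium stimulus; more negative B-score means stronger Kir2.1 block with less thallium influx; some compounds called inactive have numbers as strong as hits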
KCNQ2 block = KCNQ2 potassium channel inhibitors, primary screen, cell-based, CHO-K1, FluxOR thallium flux, B-score (AID 2156); O88943; 20 min; hits give low values; B-score at 10 µM; actives 1.1% (n = 310,000);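 active means fluorescence ratio B-score at most minus 3 library SDs, with starting brightness B-score within 2 library SDs, cut at about -5.5 in these data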
Target sequence (O88943 whole entry, looked up): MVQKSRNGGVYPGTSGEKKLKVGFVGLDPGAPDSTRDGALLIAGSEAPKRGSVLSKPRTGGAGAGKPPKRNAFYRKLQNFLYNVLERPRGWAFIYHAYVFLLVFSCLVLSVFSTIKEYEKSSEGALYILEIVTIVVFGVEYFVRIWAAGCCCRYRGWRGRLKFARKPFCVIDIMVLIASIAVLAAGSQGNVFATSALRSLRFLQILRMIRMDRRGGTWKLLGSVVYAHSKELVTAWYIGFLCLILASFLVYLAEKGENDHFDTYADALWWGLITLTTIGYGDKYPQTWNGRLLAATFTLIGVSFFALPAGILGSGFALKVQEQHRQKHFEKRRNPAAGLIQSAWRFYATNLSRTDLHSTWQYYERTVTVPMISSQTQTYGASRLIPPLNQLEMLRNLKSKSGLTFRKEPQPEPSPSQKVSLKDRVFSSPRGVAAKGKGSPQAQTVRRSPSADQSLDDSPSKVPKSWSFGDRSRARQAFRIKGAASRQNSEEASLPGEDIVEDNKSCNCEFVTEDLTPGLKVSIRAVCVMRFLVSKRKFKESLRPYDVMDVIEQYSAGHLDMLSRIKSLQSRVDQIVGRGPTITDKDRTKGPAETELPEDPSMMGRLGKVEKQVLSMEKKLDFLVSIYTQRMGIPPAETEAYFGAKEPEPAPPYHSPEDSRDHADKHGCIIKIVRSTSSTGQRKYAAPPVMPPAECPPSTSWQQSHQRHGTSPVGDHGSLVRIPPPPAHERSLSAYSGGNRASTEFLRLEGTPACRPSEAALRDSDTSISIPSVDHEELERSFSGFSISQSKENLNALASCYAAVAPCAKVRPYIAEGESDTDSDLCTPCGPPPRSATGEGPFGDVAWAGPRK
* marks the source's active call; other numbers are inactive results; i = inactive.

SMILES | Kir21 inh | KCNQ2 block
N#Cc1nc(/C=C/c2ccccc2)oc1NCCCN1CCOCC1 | 0.85 | i
N#Cc1ccsc1NC(=O)CN1CCN(c2ccccc2O)CC1 | 0.25 | i
COc1ccc(CCNS(=O)(=O)c2ccc(N3CCCC3=O)cc2)cc1 | 0.14 | i
O=C(CCc1nnc(CCCCc2ccccc2)o1)NC1CCCC1 | 0.02 | i
CC1=C(C(=O)OCc2ccccc2)C(c2ccccc2Cl)NC(=O)N1CCCCCC(=O)O (stereo not drawn) | 2.1 | i
O=C(Cc1c(F)cccc1Cl)Nc1ncc([N+](=O)[O-])s1 | 0.22 | i
CCOC(=O)c1c(C)c(C(=O)OCC)n(C)c1C | -0.92 | i
Cc1ccc(-n2ccnc(SCC(=O)NC3CCCC3)c2=O)cc1Cl | -0.31 | i
Cc1ccc(Cn2c(=O)cc(C(=O)O)c3ccccc32)cc1 | 0.32 | i
COc1cccc(C2CC(c3cccc(Br)c3)n3nc(N)nc3N2)c1 (stereo not drawn) | -0.1 | i
CC1CC(C)CN(CCCNC(=O)c2cc3c(=O)[nH]c4ccccc4c3n2C)C1 (stereo not drawn) | 2.9 | i
COCCn1cc(C(=O)N2CCC(C)CC2)c2c3ccccc3n(C)c2c1=O | 0.19 | -5.7*
CC(=O)c1ccc(N2CCN(C(=O)c3cc(C)on3)CC2)cc1 | 1.5 | i
CC(=O)Nc1ccccc1NC(=O)C/C(C)=N/NC(=O)Cc1cccc2ccccc12 | 0.44 | i
CCC(=O)NC(Nc1nc(C)cs1)(C(=O)OC)C(F)(F)F (stereo not drawn) | -0.77 | i
COCCn1c(SCC(=O)Nc2ccc(OC)cc2)nnc1-c1ccoc1C | 0.28 | i
CN1C(=O)/C(=C/C=C2\SCCN2C)OC1=S | -1.5 | i
O=C(Nc1nncs1)C12CC3CC(CC(C3)C1)C2 | 1.2 | i
O=C(CCC(=O)Nc1ccccc1Cl)NNC(=O)Nc1cccc([N+](=O)[O-])c1 | 0.08 | i
Cc1c(-n2c(SCC(=O)O)nnc2-c2ccccc2Br)c(=O)n(-c2ccccc2)n1C | -0.29 | i
Cc1cccc(NCc2ccccc2O)n1 | 0.72 | i
O=C(CNc1ccc2ccccc2c1)N/N=C/C=C/c1cccc([N+](=O)[O-])c1 | -0.91 | i
COc1cc(NC(=O)CCNS(=O)(=O)c2ccc3c(c2)CCC(=O)N3)cc(OC)c1 | 0.95 | i
Cc1ccc(C)c(NC(=S)N/N=C/C(C)c2ccccc2)c1 (stereo not drawn) | 0.33 | i
CC(=O)Nc1ccc(S(=O)(=O)N2C(=O)c3cccc4cccc2c34)cc1 | 2.2 | i

Another view of some results above:
compound	Kir21 inh	KCNQ2 block
O=C(CCC(=O)Nc1ccccc1Cl)NNC(=O)Nc1cccc([N+](=O)[O-])c1	0.08	i
N#Cc1ccsc1NC(=O)CN1CCN(c2ccccc2O)CC1	0.25	i
CC(=O)Nc1ccccc1NC(=O)C/C(C)=N/NC(=O)Cc1cccc2ccccc12	0.44	i
CC(=O)c1ccc(N2CCN(C(=O)c3cc(C)on3)CC2)cc1	1.5	i
CC1CC(C)CN(CCCNC(=O)c2cc3c(=O)[nH]c4ccccc4c3n2C)C1 (stereo not drawn)	2.9	i
Cc1ccc(C)c(NC(=S)N/N=C/C(C)c2ccccc2)c1 (stereo not drawn)	0.33	i

More structures follow.
SMILES | Kir21 inh | KCNQ2 block
O=C(Nc1nccs1)c1cccc(N2C(=O)C3C4C=CC(C4)C3C2=O)c1 (stereo not drawn) | -0.02 | i
CSCCNC(=O)c1ccc(OC2CCN(S(=O)(=O)N(C)C)CC2)cc1 | 1.2 | i
CCCNC(=S)NNC(=O)c1cc(C2CC2)nc2ccccc12 | -1.6 | i
CCC(=O)N1N=C2CC(C)(C)OCC2C1c1ccccc1 (stereo not drawn) | 0.37 | i
O=C(/C=C/c1cn(-c2ccccc2)nc1-c1ccc2c(c1)OCCO2)NCCO | -0.92 | i
Cc1cc(=O)[nH]c2c(C)cc(S(=O)(=O)N3CCOCC3)cc12 | -0.55 | i
COC(=O)COc1ccc(S(=O)(=O)N2CCOCC2)cc1C | -1.3 | i
CCn1c(SCC(=O)Nc2ccccc2F)nnc1-c1cnccn1 | 0.54 | i
CSc1ccc(C(=O)C2CCCN(C(=O)CCn3cncn3)C2)cc1 (stereo not drawn) | 1.9 | i
CSc1nc(N)n2nc(-c3ccc(Cl)cc3)cc2n1 | 1.4 | i
CCOC(=O)c1cnn(-c2nc(SC)nc3sc4c(c23)CCC4)c1N | 0.26 | i
O=C(CCCCCl)Nc1c2c(nc3ccccc13)CCC2 | -0.61 | i
S=C(NCCc1ccccn1)Nc1cccc(Cl)c1 | 0.22 | i
Nc1nc(NCc2ccc(Cl)cc2)nc(NCCO)c1[N+](=O)[O-] | -0.17 | i
COc1ccccc1N1CCN(/N=C/c2ccc(O)c(O)c2)CC1 | -0.14 | i
O=C(c1ccc(S(=O)(=O)NCc2ccco2)cc1)N1CCN(Cc2ccc3c(c2)OCO3)CC1 | 0.5 | i
Fc1ccccc1-c1nc(NCc2ccco2)c2ccccc2n1 | -0.06 | i
Cc1cccc2cc(CN(CCCO)C(=O)Nc3ccccc3Cl)c(=O)[nH]c12 | 0.79 | i
CC(c1ccccc1)n1c(SCC(=O)N2CC(=O)Nc3ccccc32)nc2ccccc2c1=O (stereo not drawn) | 2.2 | i
COc1ccccc1CNC(=O)C1CCN(C(=O)c2sccc2-n2cccc2)CC1 | 2.5 | i
O=C(NCc1ccccc1)C(=O)NCC1OCCCN1S(=O)(=O)c1cccs1 (stereo not drawn) | -0.92 | i
O=C(Cn1nnc(-c2ccncc2)n1)N1CCc2ccccc21 | 1.8 | i
Cc1ccccc1C(=O)NNc1ccc(-c2csnn2)cc1 | -0.06 | i
O=C(CCN1C(=O)/C(=C\C=C\c2ccccc2)SC1=S)Nc1cccc(C(=O)O)c1 | -0.26 | i
Cc1ccccc1C(=O)OCCCN=C1NS(=O)(=O)c2ccccc21 | -0.41 | i
Next compounds follow.
SMILES | Kir21 inh | KCNQ2 block
COc1ccccc1NS(=O)(=O)c1cc(C(=O)NCC(c2ccc(F)cc2)N2CCOCC2)ccc1C (stereo not drawn) | 0.35 | i
CCCCNC1=NCCS1 | -0.02 | i
CCOC(=O)N1CCN(C(=O)CCNS(=O)(=O)c2cc(Br)cnc2N)CC1 | -0.48 | i
COCCCNC(=O)CSc1nc2ccccc2c(=O)n1Cc1ccc2c(c1)OCO2 | -0.53 | i
CC(=O)c1cc(C(c2csc(C(C)=O)c2)c2csc(C(C)=O)c2)cs1 | -0.01 | i
COC(=O)c1ccc(/C=C/c2ccc3cccc(OC)c3n2)cc1 | 0.37 | i
O=C(COC(=O)/C=C/c1cccc(Cl)c1)NCCc1ccc(Cl)cc1Cl | -0.47 | i
Cc1ccccc1-c1nnn(CC(=O)N2CCN(C(=O)c3ccco3)CC2)n1 | 0.33 | i
COC(=O)[C@]1(Cc2ccccc2)N[C@H](c2ccc(-c3ccccc3)cc2)[C@@H]2C(=O)N(C)C(=O)[C@@H]21 | -0.99 | i
Cc1cccc(-c2nc(S(=O)(=O)c3ccccc3)c(N3CCOCC3)o2)c1 | -1.1 | i
COc1ccc(NC(=O)Nc2cc(F)ccc2C)cc1 | -0.03 | i
Cc1cc(N(C)C)cc(C)[n+]1[O-] | -0.92 | i
CCc1ccc(NC(=O)CSc2ccc(-c3sc(C)nc3C)nn2)cc1 | -0.77 | i
COc1ccc(C(=O)NC(=O)Nc2cc(C)ccn2)cc1 | 0 | i
C=CCNC(=S)/N=c1/ccccn1CCC | 0.12 | i
Cc1nnc(NC(=O)COc2ccccc2)s1 | 3.3 | i
CC(C)(C)OC(=O)CNC(=O)c1[nH]cnc1C(=O)NCCCCCNC(=O)OC(C)(C)C | -0.11 | i
COc1cc2c(cc1OC)C(c1cc(Br)ccc1O)N(C(C)=O)CC2 (stereo not drawn) | 1.7 | i
COc1ccc(Nc2nnc(SCC(=O)N3CCCC3)s2)cc1 | -0.81 | i
Cc1nn(C)c(Oc2ccc(Cl)cc2)c1C(=O)Nc1ccc(F)cc1F | -0.03 | i
CC(C)OCCCNC(=O)C1CCN(S(=O)(=O)N2CCCCC2)CC1 | 0.87 | i
COc1ccccc1CNC(=O)C1CCN(S(C)(=O)=O)CC1 | 1.3 | i
CCOc1ccc(NS(=O)(=O)c2ccc(OC)c(NC(=O)c3ccc4c(c3)OCCO4)c2)cc1 | 0 | i
COc1cc(-c2[nH]ncc2CN(C)Cc2cc(C)[nH]n2)cc(OC)c1OC | 1.8 | i
Cc1cc2nccc(-c3ccc(Cl)c([N+](=O)[O-])c3)n2n1 | 0.35 | i

Reprinted at random: 2 entries already listed, in no set order.
SMILES | Kir21 inh | KCNQ2 block
COC(=O)[C@]1(Cc2ccccc2)N[C@H](c2ccc(-c3ccccc3)cc2)[C@@H]2C(=O)N(C)C(=O)[C@@H]21 | -0.99 | i
COc1cc2c(cc1OC)C(c1cc(Br)ccc1O)N(C(C)=O)CC2 (stereo not drawn) | 1.7 | i

Returning to the listing with the 2 entries that preceded the break.
SMILES | Kir21 inh | KCNQ2 block
COc1cc(-c2[nH]ncc2CN(C)Cc2cc(C)[nH]n2)cc(OC)c1OC | 1.8 | i
Cc1cc2nccc(-c3ccc(Cl)c([N+](=O)[O-])c3)n2n1 | 0.35 | i
COc1ccc(OCC2CCCN(Cc3nc(CC4CC4)no3)C2)cc1 (stereo not drawn) | 0.15 | i
COc1ccccc1[C@@H]1C(c2cccc(Cl)c2)=NN(c2ccc(Br)cc2)[C@H]1C(=O)N1CCOC1=O | 1.8 | i
CCS(=O)(=O)C1=NN2C(=N)/C(=C\c3ccc(SCc4ccco4)o3)C(=O)N=C2S1 | -1.2 | i
NC(N)=NS(=O)(=O)c1ccc(NC(=S)NC(=O)/C=C/c2ccccc2)cc1 | 0.68 | i
Cc1ccc(CCSc2ccc(F)cc2)cn1 | 0.16 | i
N#CC(C(=O)NCc1ccccc1)c1nc2ccccc2nc1N1CCCC1 (stereo not drawn) | 0.74 | i
O=C(O)c1cnc2[nH]c3ccccc3n2c1=O | 0.01 | i
CC(c1ccccc1)N(CC(=O)NC1CCCCC1)S(=O)(=O)c1cccc(C(F)(F)F)c1 (stereo not drawn) | 0.48 | i
COC(=O)Cc1cc(=O)n(-c2ccccc2)[nH]1 | -0.9 | i
COc1ccc(S(=O)(=O)NC(C)(C)C)cc1-c1nnc2c3ccccc3c(C)nn12 | -0.56 | i
Cc1cc(NC(=O)CCC(=O)N(c2ccccc2)C(C(=O)NC(C)(C)C)c2ccccc2Cl)no1 (stereo not drawn) | -0.22 | i
COc1cc(/C=N/N2C(=O)C3C4c5ccccc5C(c5ccccc54)C3C2=O)ccc1O (stereo not drawn) | 1 | i
COc1cc(/C=N/Nc2nc(N3CCCC3)nc(N3CCCC3)n2)ccc1OCc1ccccc1F | -1 | i
Cc1cc(CNC(=O)C2CCC(=O)N(Cc3ccccc3F)C2)nn1C (stereo not drawn) | -0.8 | i
CCOc1ncccc1C(=O)NNC(=O)c1ccccc1-n1cccc1 | 0.04 | i
COc1ccccc1OCC(=O)NNC(=O)c1ccoc1C | -1.5 | i
CC(C)(C)C#CC(CCc1ccccc1)OS(N)(=O)=O (stereo not drawn) | 1.1 | i
COc1ccc(CNC(c2ccccc2)c2ccc(Cl)cc2)cc1 (stereo not drawn) | 0 | -8.8*
Cc1ccc(-c2nc(NCCN(C)C)c3ccccc3n2)cc1 | 0.51 | i
Cc1cc2cc(CNC(=O)c3ccc(Br)o3)ccc2[nH]1 | 0.03 | i
CC(C)Cn1c(C(C)NC(=O)Cc2ccccc2)nc2ccccc21 (stereo not drawn) | -1.3 | i
CC1Cc2cc(S(=O)(=O)N3CCC(C(=O)N(C)Cc4ccccc4)CC3)ccc2N1C(=O)C1CC1 (stereo not drawn) | 1.7 | i
O=C(Nc1nc2ccccc2s1)c1ccccc1[N+](=O)[O-] | -1.3 | i
CC(=O)Nc1cccc(OCC(=O)Nc2sccc2C(N)=O)c1 | 2.3 | i
COc1cccc(CSc2nc3sc(C)c(C)c3c(=O)n2Cc2ccco2)c1 | 0.13 | -8.8*
Next section:
SMILES | Kir21 inh | KCNQ2 block
N#C/C(=C\Nc1ccc(F)c(Cl)c1)C(=O)C1CC1 | 0.47 | i
COc1cccc(C(=O)Nc2cccc(-c3ccc(N4CCOCC4)nn3)c2)c1OC | 2.7 | i
COc1ccc(S(=O)(=O)N2CCOC23CCN(S(=O)(=O)c2cc(F)ccc2F)CC3)cc1 | 1.2 | i
CCn1c(SCC(=O)NCCc2ccccc2)nnc1C(C)C | -0.36 | i
COc1ccc(N2CCN(C(=O)CSc3ncn[nH]3)CC2)cc1 | 0.19 | i
O=C1C2C3C=CC(C3)C2C(=O)N1CCN1CCN(S(=O)(=O)/C=C/c2ccccc2)CC1 (stereo not drawn) | -0.01 | i
CCCCNc1cc(C)oc(=O)c1C(C)=O | -0.11 | i
CSc1ncccc1C(=O)N1CCN(S(=O)(=O)c2ccccc2)CC1 | -0.6 | i
CCN(CC)c1ccc(N=C2C(=O)Nc3ccccc32)cc1 | 0.33 | i
COc1cc(Cl)c(C)cc1NC(=O)c1ccc(NS(=O)(=O)c2ccc(F)c(F)c2)cc1 | 0.51 | i
Clc1ccc(Sc2cc(Cl)c(-c3ccccc3)nn2)cc1 | 0.19 | i
Cc1cc(NC(=O)Cc2ccccc2C)no1 | -0.78 | i
NC(N)=NC(N)=Nc1ccc(O)cc1 | -1.7 | i
CCc1cccc(OCC(=O)Nc2ccc(C)c(S(=O)(=O)N3CCCCCC3)c2)c1 | -0.34 | i
COc1ccccc1-c1nnc(NC(=O)c2ccccc2F)o1 | -0.42 | i
CCOc1ccc(C(=O)NC(=S)N(Cc2ccccc2)Cc2ccccc2)cc1 | 2.1 | i
CCCCc1nc(C(N)=O)c2[nH]c(=O)n(-c3ccc(OCC)cc3)c2n1 | -0.62 | i
COc1ccc(C(=O)c2oc3ccccc3c2N)cc1 | 9.1e-16 | i
CN1CCN(NC(=O)c2ccccc2F)CC1 | 0.89 | i
C[N+]1([O-])[C@@H]2Cc3cc4c(cc3[C@@H]1Cc1cc3c(cc12)OCO3)OCO4 (stereo partly drawn) | 0.73 | i
